Rhodamine autofl: qHTS Assay for Spectroscopic Profiling in Rhodamine Spectral Region; Rhodamine-region fluorescence, 547/598 nm, Tris buffer; active compounds read high; max dye-equivalent concentration, M; 0.05% of 59,000 active; AID 594, 2007; in the data active means max dye-equivalent concentration above about 11 nM; inconclusive means between about 1.1 nM and that limit
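Intrinsic compound fluorescence, ex 547 / em 598 nm, CCD imager. Tris 100 mM pH 8.0; 15 min RT. Output = rhodamine dye-equivalent concentration at each compound concentration.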
Fluorescein fluor: qHTS Assay for Spectroscopic Profiling in Fluorescein Spectral Region; AID 593, 2007; max fluorescein-equivalent concentration, M; Compound autofluorescence, 480/540 nm, fluorescein-equivalent; active compounds read high; 0.91% of 59,000 active; in the data active means max fluorescein-equivalent concentration above about 10 nM; inconclusive means between about 1.1 nM and that limit
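First, buffer (100 mM Tris, pH 8.0) dispensed; second, compounds and fluorescein standards pinned in; third, 15 min room-temperature incubation; finally, imaging at ex 480 nm/em 540 nm. Fluorescence normalized against the six-point fluorescein curve.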
USP2a inh: qHTS Assay for Inhibitors of Ubiquitin-specific Protease USP2a; Ubiquitin carboxyl-terminal hydrolase 2 (Homo sapiens), O75604; USP2a enzymatic assay, qHTS inhibition; Potency, µM (series often up to 38.3 µM), inactives show at the highest dose activity change, negative = inhibition, actives largely listed as inhibitors; 0.1% of 60,000 active; AID 927, 2007;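 further: potency means the concentration at half of the fitted maximal effect; nearly all actives have a fitted effect of over 60% in size; plate controls were DMSO for no effect and NEM full inhibition control for full effect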
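Coupled readout: USP2-cleaved Ub-PLA2 (20nM final) turns over NBD C6-HPC (20uM final), Ex 460nm/Em 535nm after 2.5 h, time-zero read flagging artifacts. Enzyme (20nM final, pH 8.0 Tris) given 30 min RT with compound first; NEM defines full inhibition.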
Texas Red fluor: qHTS Assay for Spectroscopic Profiling in Texas Red Spectral Region; Compound fluorescence, Texas Red channel, 547/618 nm; active compounds read high; max dye-equivalent concentration, M; 0.06% of 59,000 active; AID 587, 2007; in the data active means max dye-equivalent concentration above about 10 nM; inconclusive means between about 1.1 nM and that limit
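Fluorescence at ex 547/em 618 nm, normalized against an on-plate Texas Red standard series to give dye-equivalent concentration per compound concentration. Buffer 100 mM Tris, pH 8.0; 15 min RT incubation before CCD imaging.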
BRCT PPI red: qHTS Assay for Inhibitors of BRCT-Phosphoprotein Interaction (Red Fluorophore). BRCT-phosphopeptide binding, red fluorescence polarization. Potency, µM (titrated, usually from 76.9 µM), for inactives: at the top dose activity change, negative = inhibition, actives largely listed as inhibitors. 0.03% of 75,000 active; further: on the % scale 0 is the no-effect control and ±100 the full control effect
Target sequence (P38398 whole entry, looked up): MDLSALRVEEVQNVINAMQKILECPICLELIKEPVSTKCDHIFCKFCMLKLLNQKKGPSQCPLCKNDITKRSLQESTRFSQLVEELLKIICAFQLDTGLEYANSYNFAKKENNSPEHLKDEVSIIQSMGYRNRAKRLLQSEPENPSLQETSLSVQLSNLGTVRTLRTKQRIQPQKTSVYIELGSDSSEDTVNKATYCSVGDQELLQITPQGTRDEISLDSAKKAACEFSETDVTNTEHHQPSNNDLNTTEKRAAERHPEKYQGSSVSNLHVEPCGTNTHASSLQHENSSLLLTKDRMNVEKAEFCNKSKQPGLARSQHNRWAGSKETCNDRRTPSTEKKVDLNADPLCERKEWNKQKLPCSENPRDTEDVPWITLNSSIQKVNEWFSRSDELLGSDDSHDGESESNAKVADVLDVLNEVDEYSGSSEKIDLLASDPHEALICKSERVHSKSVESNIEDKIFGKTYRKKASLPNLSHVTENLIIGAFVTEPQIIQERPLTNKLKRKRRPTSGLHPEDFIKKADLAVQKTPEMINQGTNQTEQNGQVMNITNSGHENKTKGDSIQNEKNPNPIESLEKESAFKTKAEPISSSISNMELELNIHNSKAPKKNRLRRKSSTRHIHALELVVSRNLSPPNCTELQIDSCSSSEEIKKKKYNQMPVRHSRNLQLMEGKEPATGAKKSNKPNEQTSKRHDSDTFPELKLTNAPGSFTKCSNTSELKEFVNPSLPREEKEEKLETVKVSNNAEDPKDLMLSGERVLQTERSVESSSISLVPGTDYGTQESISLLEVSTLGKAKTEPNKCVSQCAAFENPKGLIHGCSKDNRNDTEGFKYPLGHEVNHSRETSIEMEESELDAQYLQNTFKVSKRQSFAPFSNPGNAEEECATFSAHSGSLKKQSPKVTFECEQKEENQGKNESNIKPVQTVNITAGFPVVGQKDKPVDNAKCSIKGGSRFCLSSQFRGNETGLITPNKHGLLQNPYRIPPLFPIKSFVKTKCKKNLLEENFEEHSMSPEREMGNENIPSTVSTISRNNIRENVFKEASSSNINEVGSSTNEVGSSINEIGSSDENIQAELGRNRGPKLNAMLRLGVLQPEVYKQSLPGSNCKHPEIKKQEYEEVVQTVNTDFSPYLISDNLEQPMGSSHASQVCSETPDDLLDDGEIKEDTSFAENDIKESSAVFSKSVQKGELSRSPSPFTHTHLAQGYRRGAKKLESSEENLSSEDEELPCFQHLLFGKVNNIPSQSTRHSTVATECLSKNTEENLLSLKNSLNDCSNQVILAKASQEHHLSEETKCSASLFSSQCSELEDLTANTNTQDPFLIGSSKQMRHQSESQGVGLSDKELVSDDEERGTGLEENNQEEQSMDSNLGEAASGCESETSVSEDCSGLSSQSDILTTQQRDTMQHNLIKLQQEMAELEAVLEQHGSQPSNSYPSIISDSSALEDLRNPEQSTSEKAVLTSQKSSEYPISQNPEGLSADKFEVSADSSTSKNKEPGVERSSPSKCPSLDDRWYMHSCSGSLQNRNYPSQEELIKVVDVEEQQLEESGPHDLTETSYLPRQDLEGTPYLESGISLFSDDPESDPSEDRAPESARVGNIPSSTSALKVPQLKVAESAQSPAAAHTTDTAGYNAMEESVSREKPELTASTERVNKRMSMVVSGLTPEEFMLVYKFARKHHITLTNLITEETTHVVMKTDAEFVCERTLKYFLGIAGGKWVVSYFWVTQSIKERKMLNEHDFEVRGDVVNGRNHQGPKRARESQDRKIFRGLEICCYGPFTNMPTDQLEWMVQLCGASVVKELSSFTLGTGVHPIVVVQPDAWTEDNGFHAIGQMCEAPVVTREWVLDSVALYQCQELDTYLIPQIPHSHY
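Fluorescence polarization: 100 nM His-tagged BRCA1 BRCT with 100 nM TAMRA-labelled phospho-BACH1 decapeptide, phosphate buffer pH 7.3 with 150 mM NaCl, DTT, 0.01% Tween 20; 12 min RT. Binding inhibition seen as FP decrease.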
Caspase-7 inhib: qHTS Assay for Allosteric/Competitive Inhibitors of Caspase-7; P55210; recombinant caspase-7, Ac-DEVD-AFC fluorescence rate; Potency, µM (titrated, usually from 57.5 µM), inactives show at the top dose activity change, negative = inhibition, usual class: inhibitors; 0.02% of 75,000 active; active means well fitted inhibition curve with a large enough effect in the main read-out, with a control signal flat, not every such curve was filed as active; inconclusive means small, poorly fitted or top-dose-only effect, or a change in a side signal; further: potency means the concentration at half of the fitted maximal effect; % of control where 0% means no effect
Caspase-1 inhib: qHTS Assay for Allosteric/Competitive Inhibitors of Caspase-1; Caspase-1 enzyme, Ac-WEHD-AFC fluorogenic rate; P29466; AID 900, 2007; Potency, µM (doses to about 57.5 µM), for inactives: top-dose activity change, negative = inhibition, actives largely listed as inhibitors; 0.03% of 75,000 active;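 further: potency means the concentration at half of the fitted maximal effect; plate controls were vehicle for no effect and no substrate for full effect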
HEK293 cAMP cs: qHTS Assay for Agonists of the Thyroid Stimulating Hormone Receptor: Activators of Intracellular cAMP Concentrations in Parental HEK 293; Potency, µM (highest dose often 57.1 µM), without a hit: at the highest dose activation, actives largely listed as activators; 2.5% of 73,000 active; parental HEK293 CNG cAMP sensor, membrane potential fluorescence; AID 938, 2007; further: potency means the concentration at half of the fitted maximal effect; % of control where 0% means no effect; nearly all actives have a fitted effect of over 55% in size
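Counterscreen for endogenous-receptor signalling: CNG-channel HEK 293 cells report cAMP rise by membrane depolarization. After 60 min dye equilibration with 100 uM RO 20-1724, compounds incubated 30 min before bottom-read fluorescence at 590 nm.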
A350 autofl: qHTS Assay for Spectroscopic Profiling in A350 Spectral Region | max dye-equivalent concentration, M | Compound autofluorescence, 340/450 nm, Alexa 350 dye-equivalents; active compounds read high | AID 590, 2007 | 11% of 59,000 active; in the data active means max dye-equivalent concentration above about 10 nM; inconclusive means mostly about 1.1 nM to 9.6 nM
4-MU autofl: qHTS Assay for Spectroscopic Profiling in 4-MU Spectral Region; compound autofluorescence, 340/450 nm, 4-MU equivalents; active compounds read high; max dye-equivalent concentration, M; 11% of 59,000 active; AID 589, 2007; in the data active means max dye-equivalent concentration above about 10 nM; inconclusive means mostly about 1.1 nM to 9.6 nM
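Intrinsic fluorescence at 340/450 nm (ex/em) was read after 15 min at room temperature in pH 8.0, 100 mM Tris. Each compound concentration expressed as 4-MU-equivalent concentration from a six-point 4-MU standard series on each plate.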
BRCT PPI green: qHTS Assay for Inhibitors of BRCT-Phosphoprotein Interaction (Green Fluorophore); BRCA1 BRCT-phosphopeptide binding, green fluorescence polarization; Potency, µM (doses to about 76.9 µM), inactives show at the highest dose activity change, negative = inhibition, most hits filed as inhibitors; 0.05% of 75,000 active; AID 875, 2007;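 further: potency means the concentration at half of the fitted maximal effect; plate controls were peptide without protein for full effect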
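Compounds were incubated for 12 min at room temperature with a complex of 100 nM fluorescein-tagged pBACH1 decapeptide and 250 nM His-tagged BRCT protein. Buffer was phosphate pH 7.3 with EDTA, DTT and Tween 20. Disruption of binding lowers the polarization signal.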
* marks the source's active call; other numbers are inactive results; i = inactive; ? = inconclusive; . = not tested or not shown; [ ] = remark or other dose. Unless noted, the call rests on the fitted dose curve; in most records, active means well fitted curve in the direction sought with a large enough effect; inconclusive means small, poorly fitted or top-dose-only effect, or another doubt; inactive means no such curve, though single readings can be large; an effect the other way counts as inactive or inconclusive. Some of the compounds tested; rates above refer to the full screens.

SMILES | Rhodamine autofl | Fluorescein fluor | USP2a inh | Texas Red fluor | BRCT PPI red | Caspase-7 inhib | Caspase-1 inhib | HEK293 cAMP cs | A350 autofl | 4-MU autofl | BRCT PPI green
CCCNC(=O)NC(=O)CN1C(=O)NC(C)(c2ccc(C)cc2)C1=O (stereo unspecified) | i | i | 5% | i | -1.3% | -2% | -1% | -21% | i | i | -2.4%
c1ccc(-n2nnnc2Oc2ccc(-c3nnco3)cc2)cc1 | i | i | 3% | i | -1.1% | 1% | 1% | 2% | i | i | -0.2%
CC1Cc2cc(/C(O)=C3/C(=O)C(=O)N(Cc4ccco4)C3c3cccs3)ccc2O1 (stereo unspecified) | i | i | 36%[activator] | i | -0.8% | -12% | -4% | 10% | i | i | -0.5%
Cc1cc(C)c(C#N)c(N2CCN(Cc3ccc4c(c3)OCO4)CC2)n1 | i | ? | -3% | i | -0.8% | -6% | -4% | 25% | ? | ? | 2.3%
CCOC(=O)CCc1c(C)c2ccc(OC(C)C(=O)OCC)c(C)c2oc1=O (stereo unspecified) | i | i | -6% | i | -2.4% | -5% | -2% | 20µM* | 1.1e-08M* | 1.2e-08M* | -2.1%
Cc1nc(NC(=O)c2cccnc2)ccc1Br | i | i | 2% | i | -1.1% | 0% | 0% | -7% | i | i | 0.3%
O=c1/c(=C/c2ccccn2)sc2nc3ccccc3n12 | . | . | 4%[7.66 µM] | . | -0.4% | -7% | -6% | 5%[11.4 µM] | . | . | -3.5%
Cc1ccccc1N(CC(=O)NCc1ccncc1)S(C)(=O)=O | i | i | -6% | ? | 1.9% | -1% | 2% | -2% | i | i | -0.6%
Cn1c2c(c(=O)n(C)c1=O)C(CC(=O)Nc1ccccc1)C(=O)N2 (stereo unspecified) | i | i | 0% | ? | 1.0% | 0% | 1% | 6% | 1.2e-07M* | 1.1e-07M* | -2.5%
COc1ccc(NC(=O)Nc2ccc(C)cc2OC(F)F)cc1OC | i | ? | 18% | i | -0.1% | -1% | 0% | -3% | i | i | -3.1%
Cc1cc(C)c(NC(=O)C(C)(C)C)c(Cl)c1 | . | . | 1% | . | 3.1% | 0% | -2% | 10% | . | . | -0.5%
Cc1ccc(C(CCN)c2ccco2)cc1 (stereo unspecified) | i | i | 6% | i | 0.1% | -1% | 0% | 4% | i | i | 0.2%
COc1ccc(NC(=O)c2cc(-c3cc(C)cc(C)c3O)n[nH]2)cc1Cl | i | i | ? | i | 0.3% | 1% | -2% | ? | i | i | -2.2%
Cc1cc(=O)[nH]c(SCC(=O)Nc2cccc(C(F)(F)F)c2)n1 | i | ? | 5% | i | 0.0% | -1% | -1% | ? | i | i | 0.4%
O=C(O)CC(C(=O)Nc1cccc(C(F)(F)F)c1)C1CCCO1 (stereo unspecified) | . | . | 1% | . | -1.4% | 1% | 1% | 10% | . | . | -0.9%
COc1ccc(S(=O)(=O)N2CCN(c3cccc(C)c3C)CC2)cc1 | . | . | . | . | 0.0% | 1% | -3% | 16% | . | . | -2.5%
Cc1nnc(NC(=O)CSc2nnc(Cc3cccn3C)n2CCc2ccccc2)s1 | i | i | 7% | ? | 0.7% | 1% | 0% | 9% | i | i | -0.4%
CS(=O)CCC(NS(=O)(=O)c1ccccc1)C(=O)O (stereo unspecified) | i | i | -2% | ? | -0.4% | 1% | 1% | 13% | i | i | 0.1%
CCOC(=O)N/N=C1/C[C@@H](O)[C@@H](O)[C@@H]2[C@@H]3C(=O)N(Cc4ccc5c(c4)OCO5)C(=O)[C@H]3CC[C@@H]12 | . | . | . | . | 1.2%[15.4 µM] | -1%[11.5 µM] | 2%[11.5 µM] | 0%[11.4 µM] | . | . | -1.0%[15.4 µM]
O=C1Nc2ccccc2OC1CC(=O)N1CCN(c2cccc(C(F)(F)F)c2)CC1 (stereo unspecified) | i | i | 36%[activator] | i | -3.4% | -2% | 0% | 14% | i | i | 0.6%
O=C(NCCCNC(=O)c1ccccn1)c1ccccn1 | i | i | -5% | i | -0.1% | 1%[0.00368 µM] | 0% | 6% | i | i | 0.5%
FC(F)(F)c1cccc(N2CCc3cn[nH]c32)c1 | i | i | . | ? | . | . | . | . | ? | ? | .
COc1ccc(C2C(C#N)=C(N)Oc3cc(C)n(Cc4ccncc4)c(=O)c32)cc1 (stereo unspecified) | i | i | 0% | i | -0.7% | -1% | -2% | 1% | i | i | -0.5%
Oc1c(C(c2ccccn2)N2CCOCC2)ccc2cccnc12 (stereo unspecified) | i | i | 0% | i | -1.6% | 0% | -2% | -6% | i | i | 0.8%
CCOC(=O)c1c(N)nn(C(C)=O)c1-c1ccccc1 | i | i | 3% | i | 1.1% | -1% | 0% | 4% | i | i | -1.0%

Arranged by the number under BRCT PPI green (highest first): four from the list above
Molecule | BRCT PPI green
O=C(NCCCNC(=O)c1ccccn1)c1ccccn1 | 0.5%
CS(=O)CCC(NS(=O)(=O)c1ccccc1)C(=O)O (stereo unspecified) | 0.1%
CCCNC(=O)NC(=O)CN1C(=O)NC(C)(c2ccc(C)cc2)C1=O (stereo unspecified) | -2.4%
O=c1/c(=C/c2ccccn2)sc2nc3ccccc3n12 | -3.5%

The list continues.
SMILES | Rhodamine autofl | Fluorescein fluor | USP2a inh | Texas Red fluor | BRCT PPI red | Caspase-7 inhib | Caspase-1 inhib | HEK293 cAMP cs | A350 autofl | 4-MU autofl | BRCT PPI green
O=C(CCCC(=O)N1CCc2ccccc21)N1CCc2ccccc21 | i | ? | -10% | ? | 0.4% | -2% | -2% | 5% | i | i | -4.8%
Cc1cc(C)cc(OCC(=O)NCc2nc(-c3ccccc3)no2)c1 | i | i | -4% | i | -1.0% | -6% | -2% | ? | i | i | -0.5%
CCOC(=O)C1CCN(Cc2cnc(NC(=O)OC)s2)CC1 | i | i | 3% | i | -1.3% | -6% | 1% | 6% | i | i | -2.6%
CCOC(=O)N1CCN(CC(O)COc2c(OC)cccc2OC)CC1 (stereo unspecified) | i | i | -2% | i | -1.2% | 0% | 2% | -4% | i | i | -0.8%
CCNS(=O)(=O)c1ccc(NC(=O)c2cccnc2)cc1 | . | . | . | . | -0.8% | 0% | 1% | -1% | . | . | 0.3%
O=c1c(-c2ccc(Cl)cc2)nc2cncnc2n1Cc1ccc(F)cc1 | i | i | 97%[activator] | i | -1.5% | -11% | -9% | 10% | ? | i | -1.5%
Cn1c(/C(C#N)=C/Nc2ccccn2)nc2ccccc21 | i | ? | . | i | . | . | . | . | 1.5e-08M* | ? | .
COC(=O)c1[nH]c2cc(OC)ccc2c1NC(=O)CCN1CCN(Cc2ccc3c(c2)OCO3)CC1 | i | i | 27% | i | -1.2% | -1% | 2% | 0% | i | i | 0.1%
O=C(CCc1ccc(CCC(=O)c2cccs2)s1)c1cccs1 | i | ? | -4% | ? | -0.8% | -6% | -3% | ? | i | i | 8.8%
CCN(C(=O)CCN1C(=O)c2ccccc2C1=O)C1CCCCC1 | i | i | 11% | i | 0.0% | 0% | 0% | 7% | i | i | -1.1%
CN(C)c1ccc(-c2nc(NCCc3cnc[nH]3)c3ccccc3n2)cc1 | i | i | 140%[activator] | i | 0.1% | -9% | -5% | -69%[inhibitor] | i | i | -2.8%
COC(=O)c1onc(C(=O)c2ccccc2)c1C(=O)OC | i | ? | 5% | i | -1.6% | 0% | 0% | 24% | i | i | -1.2%
CCCCC(CC)C(=O)Nc1ccccc1C(=O)NC(C)C (stereo unspecified) | i | ? | 7% | i | -0.8% | 0% | -2% | 6% | i | i | -2.8%
CCCNC1=C(C)C(=O)CC1 | i | i | . | i | . | . | . | . | i | i | .
Cc1ccc(Nc2nc(N3CCOCC3)nc(N3CCOCC3)n2)cc1 | . | . | 1% | . | -0.8% | -5% | -1% | 0% | . | . | -2.7%
COc1ccc(NC(=O)C2Cc3ccccc3CN2C(=O)c2ccccc2)cn1 (stereo unspecified) | i | 5.9e-08M* | 23% | i | 0.5% | 5% | -3% | 12% | i | i | -6.5%
COCCCNC(=O)CS(=O)Cc1nc(-c2cccc(OC)c2)oc1C (stereo unspecified) | i | i | 2% | i | -1.8% | 0% | 1% | 2% | ? | i | 0.4%
COn1c(SCC(N)=O)nc2ccccc2c1=O | i | i | 7% | i | 1.6% | 4% | -1% | 22% | i | i | -3.0%
